# Screens from PubChem.
# DAX1 inh-1: DAX1 (NR0B1) inhibitors, primary screen, cell-based, HEK293, Gal4-DAX1, luciferase luminescence; AID 504766, 2011; HEK293 Gal4-DAX1 luciferase reporter; inhibition, % at 6.75 µM; 0.99% of 340,000 active;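 active = inhibition above the mean over all tested compounds plus 3 SD, cut at about 4.2% in these data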;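 also: 0% = DAX1-transfected cells with DMSO and 100% = empty-vector control cells with DMSO; inhibition shows as a rise in luminescence from relieved DAX1 repression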
# Target sequence (P51843 207-470 limits assumed): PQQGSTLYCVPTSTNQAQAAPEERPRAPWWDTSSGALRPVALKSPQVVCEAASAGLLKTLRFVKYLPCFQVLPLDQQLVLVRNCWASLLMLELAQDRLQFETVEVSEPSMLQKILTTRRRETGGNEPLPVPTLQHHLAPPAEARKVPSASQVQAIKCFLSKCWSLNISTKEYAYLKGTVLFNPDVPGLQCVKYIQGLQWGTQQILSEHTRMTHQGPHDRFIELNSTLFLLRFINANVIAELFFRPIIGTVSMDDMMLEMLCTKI
# GC-A act: GC-A stimulated cGMP production enhancers – HEK293 GC-A cells, cGMP TR-FRET, EC30 ANP, primary screen; 0% at EC30 ANP, 100% saturating ANP; activation, % at 10 µM; 0.14% of 370,000 active; in the data active = activation above about 40%
# DAX1 inh-2: DAX1 (NR0B1) inhibitors on StAR promoter, primary screen, cell-based, luminescence, SF-1 (NR5A1), full-length DAX-1. HEK293T StAR-luciferase reporter, SF-1/DAX-1 repression relief. inhibition, % at 6.8 µM. 1.1% of 370,000 active. AID 652010, 2013;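 active = inhibition above the mean over all tested compounds plus 3 SD, cut at about 3.6% in these data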;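 also: 0% = DAX-1 cells with DMSO and 100% = cells lacking DAX-1 with DMSO; higher inhibition means more luminescence from relief of DAX-1 repression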
# FXN GAA850 act: FXN promoter activators, primary screen, cell-based, luciferase luminescence, HEK293 lucGAA850. activation, % at 6 µM. 0.56% of 360,000 active. HEK293 lucGAA850 FXN promoter luciferase reporter, 24 h; percent of 10 µM SAHA response;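 active = activation above the average of all compounds screened plus 3 SD, cutoff fixed separately per campaign, cut at about 7.5% in these data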;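 also: 0% = DMSO wells and 100% = 10 µM SAHA wells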
# ssDAF-12 act: S. stercoralis DAF-12 nuclear receptor activators, primary screen, cell-based, luminescence, HEK293, GRIP1 co-expression, lit1-tk-luc. Nuclear hormone receptor DAF-12 (Strongyloides stercoralis). HEK293 ssDAF-12/GRIP1 lit1-tk-luc reporter; % of 3 µM dafachronic acid response. activation, % at 6.8 µM. 1% of 370,000 active. AID 652126, 2013;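 active = activation above the mean over all tested compounds plus 3 SD, cut at about 0.9% in these data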;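 also: 0% = DMSO-only wells and 100% = 3 µM delta7-dafachronic acid wells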
# PG9 binder: binders of HIV-1 gp120 antibody PG9, primary screen, biochemical, TR-FRET; HIV-1 gp120 / PG9 antibody interaction; TR-FRET gp120-PG9 antibody binding; inhibition, % at 6.7 µM; 0.43% of 360,000 active; in the data active = inhibition above about 8.5%
# ADAM10 inh: human ADAM10 inhibitors, primary screen, biochemical, QFRET, HTS; 0.62% of 370,000 active; AID 720582, 2013; Disintegrin and metalloproteinase domain-containing protein 10 (Homo sapiens), O14672; recombinant ADAM10, EDANS/DABCYL FRET peptide cleavage, 3 h; inhibition, % at 7 µM;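 active = inhibition above a per-campaign cutoff equal to the mean of compounds falling between control-based bounds plus 3 SD, cut at about 20% in these data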;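 also: 0% = DMSO wells while the 100% control is not disclosed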
# ADAM17 inh: ADAM17 inhibitors, primary screen, biochemical, QFRET; inhibition, % at 6.95 µM; recombinant ADAM17, EDANS/DABCYL FRET peptide cleavage; AID 720648, 2013; 0.83% of 370,000 active; Disintegrin and metalloproteinase domain-containing protein 17 (Homo sapiens), P78536;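 active = inhibition above the mean of compounds lying between control limits plus 3 SD, set per campaign, cut at about 8.5% in these data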;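 also: 0% = DMSO-only wells as the low control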
# Target sequence (P78536 215-824 limits assumed): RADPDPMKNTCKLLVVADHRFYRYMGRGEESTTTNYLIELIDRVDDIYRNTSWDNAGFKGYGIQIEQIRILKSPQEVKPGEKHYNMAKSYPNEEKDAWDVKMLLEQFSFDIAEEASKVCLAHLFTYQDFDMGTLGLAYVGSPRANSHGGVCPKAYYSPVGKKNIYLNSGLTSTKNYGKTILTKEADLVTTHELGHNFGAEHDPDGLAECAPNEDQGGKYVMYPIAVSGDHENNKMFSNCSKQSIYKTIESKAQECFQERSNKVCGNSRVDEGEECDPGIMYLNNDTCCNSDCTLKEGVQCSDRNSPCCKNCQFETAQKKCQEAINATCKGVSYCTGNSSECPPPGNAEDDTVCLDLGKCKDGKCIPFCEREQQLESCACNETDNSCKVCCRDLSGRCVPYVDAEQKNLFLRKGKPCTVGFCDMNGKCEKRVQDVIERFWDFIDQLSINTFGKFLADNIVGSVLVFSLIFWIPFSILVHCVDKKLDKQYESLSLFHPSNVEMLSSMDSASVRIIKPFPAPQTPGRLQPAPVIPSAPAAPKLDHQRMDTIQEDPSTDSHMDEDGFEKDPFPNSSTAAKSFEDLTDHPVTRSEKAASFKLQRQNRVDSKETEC
# SMARCA2 act: SMARCA2 (BRM) function activators, primary screen, cell-based, luminescence, high throughput. 1% of 370,000 active. MG213 cells, MMTV-luciferase reporter, dexamethasone, overnight. activation, % at 9.1 µM; in the data active = activation above about 7.8%;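 also: 0% = vehicle wells and 100% = reference activator wells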
# hcDAF12 agonist: H. contortus DAF-12 nuclear receptor activators, primary screen, cell-based, luminescence, HEK293, lit1-tk-luc reporter; HEK293 hcDAF-12 lit1-tk-luc reporter; 0% DMSO, 100% Δ7-dafachronic acid; activation, % at 6.8 µM; 1.4% of 370,000 active;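 active = activation above the mean of all tested compounds plus 3 SD, cut at about 5.5% in these data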;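 also: 100% = response to 3 µM Δ7-dafachronic acid high control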
# hgDAF-12 ag: H. glycines DAF-12 receptor agonists, primary screen, cell-based, luminescence, HEK293, GAL4 fusion, UAS-luciferase; Nuclear hormone receptor DAF-12 (Heterodera glycines), GAL4 fusion; HEK293 GAL4-hgDAF12 UAS-luciferase reporter, agonist luminescence; normalized to butyrate control; activation, % at 6.8 µM; 1.8% of 370,000 active;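 active = activation above a cutoff set at the mean of all screened compounds plus 3 SD, cut at about 10% in these data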;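 also: 0% = DMSO wells and 100% = sodium butyrate wells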
# Active calls of the source: *; i = inactive; · = not tested or not shown. Compounds were not picked by outcome (roughly 6.8% active in at least one column).
SMILES,DAX1 inh-1,GC-A act,DAX1 inh-2,FXN GAA850 act,ssDAF-12 act,PG9 binder,ADAM10 inh,ADAM17 inh,SMARCA2 act,hcDAF12 agonist,hgDAF-12 ag
O=C1CCc2cc(S(=O)(=O)N3CCCC3C(=O)NC3CCCCCCC3)ccc2N1 (stereo not given),-1.5,1,-1.9,-0.9,-1.5,1.6,7,0,-3,-2.6,-4.0
O=C(Nc1nnc(SCC(=O)N2CCCCC2)s1)c1ccccc1F,-1.3,-1,0.8,0.1,-0.7,2.6,3,3,-2,-0.6,5.7
Cc1cccc(NC(=O)CN2C(=O)CCSc3ccc(S(=O)(=O)N4CCOCC4)cc32)c1C,0.0,-2,1.4,-0.9,-1.4,0.0,1,1,-2,0.8,0.4
Cc1cccc(NC(=O)C2CCCN(c3nnc(-n4cccc4)s3)C2)c1C (stereo not given),·,1,-0.4,·,-1.3,·,-12,-4,-5,-1.1,2.0
O=C(CNC(=O)c1ccco1)N/N=C/c1cc(Br)ccc1O,0.7,-6,-0.6,-0.9,-0.1,0.6,-97,-40,0,-0.1,-2.1
O=C(COC(=O)c1ccccc1NC(=O)C1CC1)c1ccc2c(c1)OCCO2,·,-9,-0.8,·,-1.5,-3.6,5,1,-1,-1.1,-0.8
Cc1ccc(-c2nnn(CC(=O)NC3CC4CCC3C4)n2)cc1 (stereo not given),-1.2,8,-0.3,2.1,-0.5,-0.5,4,-5,2,-0.8,-0.1
COc1cccc(C(=O)N2CCN=C2SCc2cccnc2)c1OC,-0.1,2,0.8,-0.4,-1.4,-0.1,-4,0,-1,-1.5,-0.7
COc1ccc([C@@H]2C[C@H]3[C@@H](CN2S(=O)(=O)c2ccccc2)C(=O)C[C@@H](c2ccc(C)cc2)N3S(=O)(=O)c2ccc(C)cc2)cc1,0.7,-2,-1.3,-3.6,-0.2,-3.7,0,1,-6,-0.7,-1.6
Cc1c(C(=O)NCc2cccc(C(F)(F)F)c2)sc(=O)n1Cc1ccc(C(=O)N(C)C)cc1,·,2,-3.0,-1.4,-1.8,-2.7,-7,0,-2,-1.3,-1.1
O=C(NCCCN1CCOCC1)c1ccc2c(=O)n(CCc3ccccc3)c(=O)[nH]c2c1,-0.2,1,-0.4,-0.5,-1.5,0.6,-35,-13,1,-2.2,-2.3
C[C@@H]1CN([C@@H](C)CO)C(=O)CCCn2cc(nn2)CO[C@H]1CN(C)C(=O)OCc1ccccc1,-0.1,-6,0.0,1.2,-0.5,-1.0,1,-1,-4,-0.8,2.7
COc1ccc(-n2c(SCC(=O)NCC3CCCO3)nc3n[nH]c(C)c3c2=N)cc1 (stereo not given),1.1,-4,0.4,2.1,-1.2,-0.1,-3,-4,-1,-1.9,-0.6
COCCC(=O)NC1CCCc2c1cnn2-c1cccc(C)c1C (stereo not given),-0.3,3,-1.3,0.2,-0.8,-0.7,-7,-1,-1,-1.8,-2.8
COc1ccc(OC(C)C(=O)NC2CC(C)(C)NC(C)(C)C2)cc1 (stereo not given),0.8,2,-0.4,0.9,-1.0,1.8,-10,-2,-5,-0.4,1.2
COC(=O)c1ccc(-c2ccco2)n1Cc1cc(C)ccc1C,-1.0,-7,-0.6,1.2,-0.8,1.0,-8,-6,-4,-1.7,4.2
Cc1cccc(CNC(=O)c2ccc3c(c2)N(C)CCS3)c1,0.2,4,-0.7,-0.5,-1.4,1.3,i,i,0,-1.1,1.4
Cc1cnc(C(=O)Nc2ccc3c(c2)CCC3)cn1,0.8,-1,4.1*,4.7,0.5,-0.5,-4,-6,3,3.9,14*
Cc1ccc(N(CC(=O)Nc2cccc(Cl)c2C)S(C)(=O)=O)cc1,0.0,-9,0.4,1.5,-0.8,0.2,3,1,-1,-1.2,1.6
CC(C)C(=O)NC(Nc1cc(C(F)(F)F)ccc1Cl)C(Cl)(Cl)Cl (stereo not given),-1.2,-22,-1.9,0.9,-1.4,-2.5,9,4,2,1.8,1.2
CCOC(=O)c1c(S(=O)(=O)N2CCN(c3ccc(C(C)=O)cc3)CC2)c(C)n(C)c1C,0.2,-7,-0.2,2.7,-0.5,0.2,-13,-7,-2,-2.6,0.1
Cc1ccc(C(=O)COC(=O)c2nc3nccc(C)n3n2)c(C)c1,0.9,1,0.8,0.3,-0.6,-0.6,-10,3,-1,-0.6,5.6
O=C(c1cc(-c2ccccc2)nn1-c1ccccc1)N1CCN(S(=O)(=O)c2cccc(F)c2)CC1,0.7,-12,1.3,-0.1,-0.7,3.0,-5,-3,-1,-0.8,-2.0
CCOC(=O)C1=C(C)NC(SCC(=O)Nc2cc(C)on2)=C(C#N)C1c1cccs1 (stereo not given),0.0,-6,-0.5,1.8,-1.8,1.3,-29,-12,-5,-1.6,-2.4
CC(C)(C)C(=O)NC(=S)NCCc1ccccc1,-0.1,4,-0.1,5.4,-0.8,-0.2,1,-2,2,0.4,2.4
NC(=O)c1sc2nc(-c3ccccc3)c3c(c2c1N)CCCC3,-0.5,4,-2.0,0.2,-2.4,4.1,-109,-42,2,-1.6,-4.2
CCCCc1ccc(NC(=S)Nc2ccc(Nc3ccc(OC)cc3)cc2)cc1,-1.1,1,-0.7,0.2,-0.7,-3.4,9,4,0,0.9,-0.7
CCOC(=O)C1CCCN(S(=O)(=O)c2cc3c4c(c2)CCC(=O)N4CCC3)C1 (stereo not given),-2.5,4,-2.8,2.1,-0.8,0.7,-1,-5,-3,0.5,-4.2
CCn1cc(NC(=O)Nc2ccccc2C(=O)OC)c(C(N)=O)n1,1.9,-4,-0.6,0.7,-0.4,-0.7,-13,1,-2,-0.4,0.4
CCn1c(C)c(C(C)=O)c(N2CCN(c3ccc(OC)cc3)CC2)nc1=S,0.6,3,-0.3,0.1,-1.0,0.1,-3,0,1,-1.6,-0.4

# Brought forward from above: 3 entries, then new ones.
SMILES,DAX1 inh-1,GC-A act,DAX1 inh-2,FXN GAA850 act,ssDAF-12 act,PG9 binder,ADAM10 inh,ADAM17 inh,SMARCA2 act,hcDAF12 agonist,hgDAF-12 ag
CCOC(=O)C1CCCN(S(=O)(=O)c2cc3c4c(c2)CCC(=O)N4CCC3)C1 (stereo not given),-2.5,4,-2.8,2.1,-0.8,0.7,-1,-5,-3,0.5,-4.2
CCn1cc(NC(=O)Nc2ccccc2C(=O)OC)c(C(N)=O)n1,1.9,-4,-0.6,0.7,-0.4,-0.7,-13,1,-2,-0.4,0.4
CCn1c(C)c(C(C)=O)c(N2CCN(c3ccc(OC)cc3)CC2)nc1=S,0.6,3,-0.3,0.1,-1.0,0.1,-3,0,1,-1.6,-0.4
O=C(NCc1ccccc1)C1CCCN1S(=O)(=O)c1ccc(Cl)cc1 (stereo not given),-1.2,-4,0.1,0.3,-1.6,-1.5,3,2,-2,-0.4,0.2
C[C@H](CO)N1C[C@H](C)[C@@H](CN(C)Cc2ccc(-c3ccccc3)cc2)Oc2c(NS(=O)(=O)c3cccs3)cccc2C1=O,-0.9,5,-0.3,-5.8,-1.0,0.9,11,7,2,-0.3,-0.6
c1ccc(CN=C2CCCc3ccccc3N2)cc1,0.7,-7,0.4,-3.8,-1.1,-2.4,-1,-4,4,0.0,1.2
Cc1[nH]nc2c1C(c1ccccc1F)CC(=O)N2 (stereo not given),0.6,-6,-0.9,2.1,-1.1,0.5,0,-1,-3,-2.1,0.3
O=C(COc1ccccc1)NC(Cc1c[nH]c2ccccc12)C(=O)O (stereo not given),0.1,0,0.1,-0.8,0.0,-1.5,3,-2,0,3.5,1.5
COc1ccc(C2CC(c3cccs3)=NN2C(=O)CCC(=O)O)cc1OC (stereo not given),-0.4,0,-0.2,1.4,-0.8,-2.8,-1,1,-2,0.0,-0.9
O=C(NC1=NCCS1)c1ccc(Cl)c(Cl)c1,5.4*,11,3.2,5.1,0.6,1.4,13,-1,6,9.2*,20*
CC1Cc2ccccc2N1S(=O)(=O)c1cccc(C(=O)NCCCn2ccnc2)c1 (stereo not given),-0.5,-2,-0.7,2.9,-1.5,-0.1,1,2,-4,-0.7,-6.1
Cc1cccc(NC(=S)N2CCN(C(=O)c3ccco3)CC2)c1,0.6,9,-0.9,2.5,-0.7,-1.1,6,-5,-1,-1.1,-0.2
CC1(C(=O)NCc2ccco2)Cc2c(-c3ccccc3)ccnc2O1 (stereo not given),·,-2,-5.7,-4.6,-1.4,0.8,-2,-4,-4,-2.8,3.5
CC(Sc1nnc(NC2CC2)s1)C(=O)Nc1ccc(N2CCOCC2)cc1 (stereo not given),-0.8,-1,1.0,1.0,-0.5,-3.9,-1,2,-2,-0.3,0.6
Cc1ccsc1C(=O)OCC(=O)Nc1nnc(-c2ccccc2)o1,-1.8,-2,3.6,0.3,-0.6,-0.8,-5,-2,-1,0.4,3.5
CC(=O)c1c(C)nc2ccc(Br)cc2c1C(=O)O,-0.5,0,0.7,-0.7,-0.7,1.2,-5,-1,-1,-0.8,0.7
CC1(C(=O)O)CCC(C(=O)Nc2ccc(Cl)c(Cl)c2)C1(C)C (stereo not given),1.9,-3,-0.1,0.0,-1.8,1.6,-3,-4,-1,-0.9,1.0
CNc1cc(F)nc(F)n1,-0.3,8,0.2,1.1,-0.7,-0.1,0,3,-4,-1.0,5.9
CCN(CC)CCn1c(=S)[nH]c2ncccc2c1=O,-1.6,-3,-0.1,-1.1,-1.1,1.9,-33,-12,-1,2.2,-0.5

# Gathered by group: the compounds so far with bromine.
SMILES,DAX1 inh-1,GC-A act,DAX1 inh-2,FXN GAA850 act,ssDAF-12 act,PG9 binder,ADAM10 inh,ADAM17 inh,SMARCA2 act,hcDAF12 agonist,hgDAF-12 ag
O=C(CNC(=O)c1ccco1)N/N=C/c1cc(Br)ccc1O,0.7,-6,-0.6,-0.9,-0.1,0.6,-97,-40,0,-0.1,-2.1
CC(=O)c1c(C)nc2ccc(Br)cc2c1C(=O)O,-0.5,0,0.7,-0.7,-0.7,1.2,-5,-1,-1,-0.8,0.7
